Screening data from PubChem BioAssay.
PMI act = phosphomannose isomerase (human) activation; purified human PMI, coupled resazurin fluorescence, 20 min; stronger effect = higher value; 1 = vehicle control, 0 substrate-free wells; activation factor at 20 µM; actives 0.005% (n = 190,000); AID 1214;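 active = activation factor of 2 or more at 20 µM, relative to plate controls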
Target sequence (P34949 whole entry, looked up): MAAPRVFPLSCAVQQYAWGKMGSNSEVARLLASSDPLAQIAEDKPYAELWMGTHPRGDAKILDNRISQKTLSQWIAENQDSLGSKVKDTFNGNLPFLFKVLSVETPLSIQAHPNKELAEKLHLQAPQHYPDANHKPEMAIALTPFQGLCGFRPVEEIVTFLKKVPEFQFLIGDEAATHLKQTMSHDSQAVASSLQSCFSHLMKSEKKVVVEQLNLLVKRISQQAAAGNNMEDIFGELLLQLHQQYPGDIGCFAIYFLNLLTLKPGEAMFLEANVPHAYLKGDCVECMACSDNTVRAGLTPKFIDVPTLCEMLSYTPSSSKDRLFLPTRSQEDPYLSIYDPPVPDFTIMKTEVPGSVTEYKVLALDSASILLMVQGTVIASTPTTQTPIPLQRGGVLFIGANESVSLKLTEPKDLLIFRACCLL
Diaph act CS = diaphorase activation or chemical reduction counter-screen. Diaphorase/resazurin coupled assay, resorufin fluorescence, 16 min; stronger effect = higher value; 1 = vehicle wells, 0 = NADH-free wells. activation factor at 20 µM. actives 0.005% (n = 190,000);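 active = diaphorase activity raised at least twofold by the compound at 20 µM; inactive = activation factor below 2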
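Assay system: Purified diaphorase enzyme from Clostridium kluyveri | Amount: Enzyme 0.07 U/mL final | Dosing: Compound 20 µM once, DMSO 1% | Timing: 16 min reaction at room temperature | Detection: Fluorescence, excitation 544 nm and emission 590 nm | Evaluation: Higher resorufin formation from activation or reduction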
TNAP inh hiacc = blocks human TNAP under high phosphate acceptor concentration; actives 0.03% (n = 200,000); inhibition, % at 20 µM; purified TNAP, CDP-star luminescence, 1 M DEA; P05186;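 active = over 50% inhibition of tissue-nonspecific alkaline phosphatase at 20 µM in the single-dose screen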;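 also: plate controls were DMSO wells for no effect and EDTA-quenched wells as full inhibition for full effect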
Target sequence (P05186 whole entry, looked up): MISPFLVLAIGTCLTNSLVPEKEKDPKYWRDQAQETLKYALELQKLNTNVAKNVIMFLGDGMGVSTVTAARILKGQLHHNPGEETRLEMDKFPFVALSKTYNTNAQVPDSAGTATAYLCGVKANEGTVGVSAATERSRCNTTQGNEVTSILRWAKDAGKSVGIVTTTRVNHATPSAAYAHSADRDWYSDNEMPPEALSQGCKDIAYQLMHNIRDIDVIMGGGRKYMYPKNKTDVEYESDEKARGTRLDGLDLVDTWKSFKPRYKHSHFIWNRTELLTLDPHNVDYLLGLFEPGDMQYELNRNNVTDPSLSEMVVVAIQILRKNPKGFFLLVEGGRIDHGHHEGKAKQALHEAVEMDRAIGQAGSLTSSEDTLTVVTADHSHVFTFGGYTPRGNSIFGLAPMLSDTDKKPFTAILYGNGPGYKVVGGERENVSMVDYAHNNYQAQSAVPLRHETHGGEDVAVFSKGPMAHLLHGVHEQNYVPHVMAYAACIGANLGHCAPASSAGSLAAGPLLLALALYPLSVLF
bIAP act = increases bovine intestinal alkaline phosphatase activity. purified bovine IAP, CDP-star luminescence, 30 min; stronger effect = higher value; fold of DMSO-control signal, blank-subtracted. activation factor at 20 µM. actives 0.17% (n = 200,000);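 active = activation factor of 2 or more at 20 µM, a signal rise over negative controls twice the positive control's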
PMI act satM6P = activators of human phosphomannose isomerase at near-saturating mannose 6-phosphate | P34949 | coupled PMI enzyme assay, resazurin fluorescence, 20 min; stronger effect = higher value; 1 = untreated enzyme, 0 = substrate-free blank | activation factor at 20 µM | actives 0.34% (n = 190,000) | AID 1216;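 active = activation factor of 2 or more at 20 µM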
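Test system: human phosphomannose isomerase with PGI, G6PDH, diaphorase coupling enzymes / Doses: 20 µM compound, 1% DMSO / Times: enzyme reaction with compound 20 min at room temperature / Measured by: Diaphorase-driven resazurin-to-resorufin fluorescence, excitation 544, emission 590 nm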
Diaph inh CS = diaphorase inhibition or chemical oxidation counter-screen; diaphorase resazurin-to-resorufin fluorescence, NADH, 16 min; bacterial (C. kluyveri) enzyme, not human; inhibition, % at 20 µM; actives 0.69% (n = 190,000); AID 1217;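 active = primary screen inhibition at 20 µM above a set limit, cut at about 50% in these data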;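 also: plate controls were DMSO with full reaction for no effect and wells lacking NADH for full effect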
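Test system: Clostridium kluyveri diaphorase enzyme / Quantity: diaphorase at 0.14 U/mL in enzyme working solution / Incubation: 16-min room-temperature incubation before reading / Benchmarks: NADH-free wells as positive control, DMSO-only neutral wells / Signal: resorufin fluorescence 544/590 nm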
L major viab = reduces viability of Leishmania major promastigotes | inhibition, % at 10 µM | resazurin fluorescence viability | actives 9% (n = 200,000); in the data active = inhibition above about 50%;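 also: promastigotes grown with compound for 44 hours at 28 °C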
bIAP inh = intestinal alkaline phosphatase (bovine) inhibition; purified bovine IAP, CDP-star luminescence, 30 min; inhibition, % at 20 µM; 190,000 tested, under 10 active;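 active = over 50% inhibition of intestinal alkaline phosphatase at 20 µM in the single-dose screen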
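System: Purified bovine intestinal alkaline phosphatase (IAP) enzyme | Input: IAP diluted 1/65,000,000 in the well | Also added: CDP-star chemiluminescent phosphatase substrate, 30 µM final | Dosing: 20 µM single dose | Times: Enzyme reaction for 30 min at room temperature | Detection: Luminescence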
TNAP act hiacc = increases human TNAP activity under high phosphate acceptor concentration | P05186 | purified TNAP, CDP-star luminescence, 1 M DEA, 30 min; stronger effect = higher value; 0 = EDTA background, 1 = DMSO-only activity | activation factor at 20 µM | 200,000 tested, under 10 active | AID 1136;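 active = activation factor at least 2 at 20 µM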
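Measured by: Luminescent substrate turnover signal | Test system: Human TNAP | Input: TNAP 1/800 final | Dosing: 20 µM single point | Schedule: 30 min, room temperature | Controls: EDTA wells as negative control, DMSO wells as positive control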
TNAP inh no acc = TNAP (human) inhibition, acceptor-free conditions; purified TNAP, CDP-star luminescence, 30 min; inhibition, % at 20 µM; actives 0.26% (n = 200,000);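 active = tissue-nonspecific alkaline phosphatase inhibition above about 50% at 20 µM in the single-dose screen, limit read from the data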;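 also: 0% = DMSO negative control and 100% = EDTA positive control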
* hit, by the source's call.

Under each structure: PMI act, Diaph act CS, TNAP inh hiacc, bIAP act, PMI act satM6P, Diaph inh CS, L major viab, bIAP inh, TNAP act hiacc, TNAP inh no acc
(1) COc1ccc(N2C(=O)C3CCCN3C2c2ccc(C)cc2)cc1 (stereo unspecified)
 : 1, 0.8, -4, 1, 1, 19, -2, 0, 1, -15
(2) COc1cc(/C=C(\C#N)C(=O)Nc2cccc3ncccc23)cc(OC)c1OC
 : 1, 0.9, 1, 0.9, 0.8, 10, -4, 7, 1, -6
(3) CCOC(=O)c1[nH]c(C)c(CC(C)C)c1C
 : 1, 0.9, -2, 1, 0.9, 12, 8, -2, 1, -8
(4) Cc1sc2ncnc(NCCN3CCOCC3)c2c1C
 : 1, 0.9, -2, 1, 1.1, 12, 7, 0, 1, -10
(5) CC(C)(C)c1ccccc1OCCCCCNCCO
 : 0.9, 1, -4, 1, 0.9, 4, 93*, -2, 1, 2
(6) Cc1ccc(S(=O)(=O)Nc2ccc(NC(=O)/C=C/C(=O)O)cc2)cc1
 : 1, 1, -2, 1.1, 0.9, 0, -6, -9, 1, -5
(7) CCOc1ccc(/C(C)=N/NC(=O)C(OC)c2ccccc2)cc1 (stereo unspecified)
 : 0.9, 0.9, -4, 1.1, 0.9, 10, -6, -10, 1, -10
(8) CCCNC(=O)CCc1c(C)nc2nc(C)nn2c1C
 : 1.1, 1, -1, 1.1, 1.1, -5, -8, -7, 1, -13
(9) COc1ccc(/C=C/C(=O)NC(C)CCc2ccccc2)cc1OC (stereo unspecified)
 : 1, 1.1, -7, 1.1, 1, -8, 4, -15, 1.1, -17
(10) Cc1ccccc1CC1(CO)CCCN(C(=O)CCCN2CCCCC2=O)C1 (stereo unspecified)
 : 1, 1.1, -8, 1, 1, -11, -5, 1, 1.1, -11
(11) Cc1ccc(C(C[N+](=O)[O-])n2nc(C)cc2C)cc1 (stereo unspecified)
 : 1, 0.9, -5, 1, 1, 5, 100*, -1, 1, -7
(12) CC1CCN(CCCNC(=O)c2cn(C)c3ccc(S(=O)(=O)N4CCCC4)cc3c2=O)CC1
 : 0.8, 0.9, -6, 1.1, 0.8, 14, -6, -8, 1.1, -8
(13) O=C(CSC1=NCCS1)Nc1ccc(F)cc1
 : 1, 1, 3, 0.8, 1, 4, -3, 18, 1, 6
(14) COc1ccccc1C(=O)NNC(=O)c1cccc([N+](=O)[O-])c1
 : 1, 1.1, -5, 1, 1.1, -14, -4, 0, 1.1, -9
(15) CCN(CC)C(=O)c1sc(NC(=O)c2cccs2)c(C#N)c1C
 : 1, 0.8, -4, 0.9, 1, 22, -4, 8, 1, -13
(16) Cc1ccc(NC(=O)C(C)c2ccc([N+](=O)[O-])cc2)cc1Cl (stereo unspecified)
 : 0.8, 0.8, 2, 1, 0.8, 21, 56*, 1, 1, -9
(17) O=Cc1ccc(-c2ccc(F)cc2)o1
 : 1, 1, -4, 1.1, 1, 0, -5, -14, 1, -7
(18) O=C(C1CC1)N1CCN(C(c2ccccc2)c2ccccc2)CC1
 : 0.9, 0.9, 2, 1, 1, 6, 12, 0, 1, -5
(19) COc1cccc(-c2cc(C(F)(F)F)nc(N3CCCCC3)n2)c1
 : 1.1, 0.9, -3, 1, 1, 8, 33, -1, 1, 1
(20) CCOc1cc(C)c(Cl)cc1S(=O)(=O)N(CC)CC
 : 1, 1, -2, 1, 1, 5, 12, 2, 1, -8
(21) COC(=O)c1ccc(C)c(NC(=O)CCc2ccc(OC)c(OC)c2)c1
 : 1.1, 1.1, -3, 1, 1.1, -9, -5, 3, 1, -5
(22) CS(=O)(=O)N(CC(=O)Nc1cccc(Cl)c1)c1ccccc1Cl
 : 0.9, 0.8, -8, 1, 0.9, 22, 19, 3, 1.1, -10
(23) COc1cc(/C=C/C(=O)N2c3ccccc3Sc3ccc(C(F)(F)F)cc32)cc(OC)c1OC
 : 0.9, 0.8, -1, 1, 0.9, 20, 81*, 0, 1, -5
(24) Cc1ccc(C)c(NC(=O)c2sc(Cl)nc2C)c1
 : 1, 1, -1, 0.7, 1, 2, 2, 33, 1, 4
(25) NC(=O)c1nnsc1Sc1c(C(N)=O)nnn1-c1cccc(N)c1
 : 1.2, 1.1, -7, 1.2, 1.1, -6, -2, -21, 1.1, -21
(26) Cc1ccc(-n2nnc3c(=O)n(CC(=O)OCc4ccccc4)cnc32)cc1
 : 0.9, 0.9, -4, 0.9, 0.9, 14, -2, 10, 1, -14
(27) CN(C)CC/C=C1\c2ccccc2Sc2ccc(Cl)cc21
 : 1, 1, 0, 1.1, 1.1, 3, 64*, -14, 1, -5
(28) S=C(NCCCN1CCOCC1)Nc1ccc(Cl)c(Cl)c1
 : 1.1, 0.9, 0, 0.9, 1.1, 7, 95*, 13, 1, -13
(29) COc1ccc(NC2=C(C(C)=O)C(c3ccc(N(C)C)cc3)C(C(C)=O)C(C)(O)C2)cc1 (stereo unspecified)
 : 0.9, 0.8, -2, 1, 0.6, 16, 5, 1, 1, -8
(30) CC(NC(=O)Nc1cccc([N+](=O)[O-])c1)(C(F)(F)F)C(F)(F)F
 : 0.8, 0.8, 1, 0.9, 0.8, 16, 27, 10, 1, -3
(31) Cc1ccc(NC(=O)COC(=O)c2cccc3c2C(=O)c2ccccc2C3=O)c(C)c1
 : 0.8, 0.8, 1, 0.9, 0.7, 20, 3, 13, 1, -2
(32) COc1ccc(Cl)cc1NC(=O)COC(=O)c1cc(NS(=O)(=O)c2cccs2)ccc1O
 : 1, 0.8, 3, 0.9, 1, 18, 0, 5, 1, 16
(33) Cc1cc(/C=C2/NC(=S)NC2=O)c(C)n1-c1cccnc1
 : 1, 1, 4, 1.4, 0.7, 0, -1, -41, 1, -1
(34) Cc1cc([N+](=O)[O-])cc2c1NCC1CC=CC21 (stereo unspecified)
 : 0.9, 0.9, 0, 1.1, 0.9, 15, 5, -6, 1, 18
(35) CCCNC(=O)c1ccccc1NC(=O)Nc1ccccc1C
 : 1, 0.9, 0, 1, 1, 6, -1, 0, 1, -3
(36) CCCn1ncc(CN2CCC(Cc3cccc(F)c3)(C(=O)OCC)CC2)c1C
 : 1, 0.8, -7, 1, 1, 16, 44, -2, 1.1, -9
(37) CC[C@H](C)C(=O)O[C@H]1C[C@@H](C)C=C2C=C[C@H](C)[C@H](CC[C@@H]3C[C@@H](O)CC(=O)O3)[C@H]21
 : 1, 0.8, 0, 1.2, 0.9, 17, 13, -18, 1, -5
(38) COc1ccccc1CNC(=O)C1(C)Oc2cccnc2NC1=O (stereo unspecified)
 : 0.9, 0.9, -2, 1.1, 0.9, 11, -14, -15, 1, -2
(39) COc1cccc(NS(=O)(=O)c2ccc(Br)s2)c1
 : 0.9, 0.9, 2, 1, 0.9, 14, 0, 5, 1, -6
(40) CCOC(=O)CSc1nc2ccc(N)cc2s1
 : 1.1, 0.7, -5, 1, 1.4, 26, -5, 0, 1, -9
(41) Cc1ccc(C(=O)Nc2ccc(S(=O)(=O)N3CCc4ccccc43)cc2)o1
 : 0.9, 0.8, -3, 0.8, 0.9, 17, 16, 17, 1, -8
(42) CCN(C(=O)COc1cccc2cccnc12)C1CCS(=O)(=O)C1 (stereo unspecified)
 : 0.8, 0.9, -4, 1.3, 0.4, 5, -6, -29, 1, -3
(43) Cn1c(N2CCOCC2)c(/C=N/O)c2ccccc21
 : 0.9, 0.8, -6, 0.8, 0.8, 18, 3, 17, 1.1, -8
(44) O=C(Nn1cnnc1)c1ccc(Br)s1
 : 1.2, 1, -3, 1, 1.2, 0, -7, 4, 1, -9
(45) Cc1ccccc1N/C(=C(/C(Cl)=C(Cl)Cl)[N+](=O)[O-])n1nnc2ccccc21
 : 1.6, 0.9, 0, 0.9, 2.2*, 12, -2, 7, 1, -3
(46) C/C(=N\NC(=O)c1c[nH]c2ccccc12)c1ccc(C)o1
 : 1, 0.9, -5, 1.5, 1.1, 12, 54*, -49, 1, -18
(47) COc1ccccc1NC(=O)C(C/C=C(/C)Cl)C(C)=O (stereo unspecified)
 : 0.9, 0.9, 0, 0.9, 1, 7, -2, 8, 1, -7
(48) O=C(CN1C(=O)/C(=C/c2ccccc2)SC1=S)Nc1cccnc1
 : 0.8, 0.9, 6, 1, 0.9, 13, -3, 1, 0.9, 46
(49) CCC(NC(=O)Nc1nccs1)(C(F)(F)F)C(F)(F)F
 : 1, 0.8, -2, 1, 1, 16, 6, 4, 1, -10
(50) COc1ccc(C(=O)Cn2nnc(-c3ccccc3-n3cnnn3)n2)cc1
 : 1, 0.8, -9, 0.9, 1, 16, -8, 7, 1.1, -12
(51) CSc1nc(/C=C2\C=Nc3ccccc32)c(O)n1C
 : 0.9, 0.8, 10, 0.8, 0.9, 21, 9, 18, 0.9, 9
(52) NC(=O)c1nsc(C(=O)N(c2ccccc2)C(C(=O)NCC2CCCO2)c2cccs2)c1N (stereo unspecified)
 : 0.9, 1, -4, 0.9, 1, 3, 73*, 10, 1, -9
